# Source: PubChem BioAssay
# dFosB activator = activators of mouse delta FosB homodimer | purified delta FosB, TAMRA-CDK5 oligo fluorescence polarization; percent of positive-control signal above neutral wells | hit rate 0.99% among 340,000 | P13346 | activation, % at 25 µM;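 active = mean activation above about 17%, with every replicate also reaching it, limit read from the data, passing the limit was not always enough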;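 note: fluorescence polarization rise as delta FosB binds a TAMRA Cdk5 AP-1 oligo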
# Target sequence (P13346 whole entry, looked up): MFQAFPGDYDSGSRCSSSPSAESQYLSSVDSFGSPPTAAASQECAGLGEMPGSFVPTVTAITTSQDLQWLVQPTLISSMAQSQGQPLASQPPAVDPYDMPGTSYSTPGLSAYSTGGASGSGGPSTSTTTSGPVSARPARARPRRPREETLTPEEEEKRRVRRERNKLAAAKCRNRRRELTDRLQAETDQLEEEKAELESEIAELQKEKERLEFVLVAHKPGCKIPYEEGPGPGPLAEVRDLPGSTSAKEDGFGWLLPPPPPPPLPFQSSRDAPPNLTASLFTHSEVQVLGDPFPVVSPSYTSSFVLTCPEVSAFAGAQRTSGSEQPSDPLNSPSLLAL
# RTF Ca sens act = cardiac RTF calcium sensitization | P19429+P45379 | activation, % at 7.2 µM | hit rate 0.24% among 340,000 | IANBD-labeled TnC RTF fluorescence at EC20 calcium; 0% EC20 calcium, 100% full calcium;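 active = activation above the mean over all tested compounds plus 3 SD, cut at about 30% in these data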;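 note: rise in fluorescence read as greater calcium sensitivity of cardiac thin filaments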
# NSD2 inh = blocks human histone methyltransferase NSD2; O96028; NSD2 peptide methylation, AlphaScreen, 120 min; inhibition, % at 12.5 µM; hit rate 0.54% among 310,000; in the data active = inhibition above about 50%
# Cardiac RTF inh = cardiac RTF calcium desensitization; AID 493244; hit rate 0.12% among 340,000; inhibition, % at 7.15 µM; IANBD-labeled cardiac RTF, Ca2+ fluorescence; P19429+P45379;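 active = inhibition above the mean inhibition of all tested compounds plus 3 SD, cut at about 17% in these data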;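 note: assay run at fixed EC70 calcium of 1.6 mM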
# Keap1-Nrf2 PPI = Keap1-Nrf2 (human) interaction inhibition | Q14145 | Keap1 Kelch-Nrf2 peptide fluorescence polarization, 1536-well | inhibition, % at 9.4 µM | hit rate 0.15% among 340,000 | AID 504523; in the data active = inhibition above about 12%;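 note: human Keap1 Kelch domain with fluorescein labeled Nrf2 9mer peptide probe; 0% = neutral control wells and 100% = peptide positive control; higher means more block of Keap1 binding to Nrf2 peptide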
# Target sequence (Q14145 whole entry, looked up, the tested form may be a part): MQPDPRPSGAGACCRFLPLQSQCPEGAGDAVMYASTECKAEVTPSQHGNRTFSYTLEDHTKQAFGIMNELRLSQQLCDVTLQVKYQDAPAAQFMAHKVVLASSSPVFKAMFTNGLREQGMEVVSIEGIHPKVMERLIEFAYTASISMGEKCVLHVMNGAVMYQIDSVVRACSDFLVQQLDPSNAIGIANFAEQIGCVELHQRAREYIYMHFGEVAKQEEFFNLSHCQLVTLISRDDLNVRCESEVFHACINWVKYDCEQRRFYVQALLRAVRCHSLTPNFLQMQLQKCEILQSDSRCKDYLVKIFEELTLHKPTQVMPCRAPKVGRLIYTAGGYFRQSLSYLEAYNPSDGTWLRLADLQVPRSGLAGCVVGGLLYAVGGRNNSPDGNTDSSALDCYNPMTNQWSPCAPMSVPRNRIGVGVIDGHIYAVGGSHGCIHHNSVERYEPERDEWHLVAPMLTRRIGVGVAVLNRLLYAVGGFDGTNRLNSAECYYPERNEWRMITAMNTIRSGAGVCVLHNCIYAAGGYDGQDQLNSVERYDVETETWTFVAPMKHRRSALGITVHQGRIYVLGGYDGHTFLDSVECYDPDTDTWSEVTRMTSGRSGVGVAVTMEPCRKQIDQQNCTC
# LANA DNA inh = KSHV C-LANA DNA binding inhibition | hit rate 0.078% among 340,000 | inhibition, % at 9 µM | MBP-C-LANA/FAM-LBS DNA binding, fluorescence polarization;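 active = highest replicate inhibition at or above 60% at 9 µM, even if other replicates fall short; inactive = all replicates below 60% inhibition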;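 note: 0% = neutral control wells and 100% = 4 µM acridine orange control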
# PfHsp90 yeast 2 = inhibits growth of yeast expressing Plasmodium falciparum Hsp90 | AID 504621 | S. cerevisiae expressing PfHsp90, BacTiter-Glo ATP, 48 h; yeast lacking PDR1 and PDR3 efflux regulators | hit rate 0.32% among 310,000 | inhibition, % at 9.4 µM;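 active = every replicate shows inhibition above about 80%, whatever the replicate mean, limit read from the data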;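 note: 0% = DMSO neutral controls and 100% = 20 µM radicicol positive controls; yeast relying on Plasmodium falciparum Hsp90 in place of its own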
# CDK5 inh = inhibitors of human CDK5/p35 kinase | Recombinant CDK5/p35, ADP-Glo luminescence, 60 min | inhibition, % at 10 µM | AID 488839 | hit rate 0.01% among 330,000 | Q00535+Q15078;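 active = highest replicate inhibition of at least 50% and at least 75% of replicates reaching 50%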;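 note: plate controls were DMSO neutral control for no effect and GW8510 at 10 µM for full effect; many of its hits are not listed in these tables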
# SUMO Mot1 rescue = blocks SUMOylation pathway, rescuing yeast Mot1-301 growth; AID 2716; growth rescue, % at 18.8 µM; hit rate 1% among 320,000; S. cerevisiae Mot1-301 growth rescue, ATP luminescence, 38.5C; percent above DMSO median, 100 means doubled;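 active = every valid replicate shows activation above 250% relative to neutral control wells; inactive = the rest, any valid replicate at or below 250%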;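 note: OY570 slx delta 5 strain wells were the positive control but not used for scaling; some compounds called inactive have numbers as strong as hits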
# PvdQ inh = P. aeruginosa PvdQ acylase inhibition; purified PvdQ acylase, fluorescence plate reader; inhibition, % at 10 µM; hit rate 0.063% among 340,000; in the data active = inhibition above about 30%, passing the limit was not always enough;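 note: 0% = vehicle neutral wells and 100% = reference inhibitor wells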
# Rtt109 HAT inh = blocks Candida albicans Rtt109/Vps75 acetyltransferase activity | Q5AAJ8 | purified Rtt109/Vps75, ThioGlo CoA-SH fluorescence, 4 h | inhibition, % at 34.9 µM | hit rate 0.16% among 330,000;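 active = inhibition of at least 50% in every replicate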
# Active calls of the source: *; . = not tested or not shown. Outcome played no part in choosing rows; about 3.2% have a hit in one of these screens.
SMILES,dFosB activator,RTF Ca sens act,NSD2 inh,Cardiac RTF inh,Keap1-Nrf2 PPI,LANA DNA inh,PfHsp90 yeast 2,CDK5 inh,SUMO Mot1 rescue,PvdQ inh,Rtt109 HAT inh
CCCCOc1ccc(C(=O)Nc2ccc(S(=O)(=O)Nc3onc(C)c3C)cc2)cc1,-0.3,2.2,4.9,-3.6,-0.3,0.7,8.7,-2.9,93.7,-21.2,10.3
O=C(OCC(=O)N1CCN(c2ccccc2)CC1)c1cccs1,-0.6,11.4,4.6,0.9,1.0,-1.2,.,-0.3,11.6,-6.6,-14.4
N#Cc1ccc(Cl)cc1NC(=O)CNc1cccc(S(=O)(=O)N2CCCC2)c1,-6.4,-10.3,-1.9,-6.8,-6.8,0.2,5.2,-0.9,.,-9.2,11.4
O=C(CSc1ccc2nnc(-c3cccnc3)n2n1)c1ccccc1,-6.5,-6.7,-0.3,-5.0,-3.5,0.4,-27.5,-0.4,-16.8,10.6,-1.8
COCCNC(=S)N(CCO)Cc1cc2cc3c(cc2[nH]c1=O)OCO3,-1.8,-4.1,-2.1,-4.7,-1.1,1.0,-6.0,-2.1,9.7,-8.0,-6.5
COc1ccc(/C(O)=C2/C(=O)C(=O)N(c3ccccn3)C2c2ccc(OC)cc2)cc1 (centres undefined),2.0,-2.2,-1.2,1.6,-1.7,0.3,2.0,-0.1,.,5.8,-3.9
Cc1ccccc1NS(=O)(=O)c1cc2c(cc1C)NC(=O)CO2,-3.0,0.2,.,-9.1,-5.5,-0.1,-48.1,-2.0,-3.2,-8.3,-8.5
COc1c(Cl)cc(-c2noc(C)c2C(=O)NCCc2ccc(C)cc2)cc1Cl,-5.9,-6.7,.,1.1,0.0,0.3,0.4,-0.1,-5.9,-3.5,-6.7
CCOc1ccc2c(c1)c1nnc(SCC3CCCO3)nc1n2C (centres undefined),-15.4,6.8,-1.1,1.1,-0.5,1.2,.,0.5,0.1,-13.8,3.8
Cn1cccc1Cc1nnc(SCC(=O)NCc2ccccc2Cl)n1-c1ccc(F)cc1,-8.1,1.5,.,-0.5,-5.5,-2.4,-46.8,0.4,3.0,-6.0,6.4
S=C(c1ccc(-c2ccccc2)cc1)N1CCOCC1,1.6,-6.5,4.1,-17.7,2.5,-0.4,-1.4,-2.2,6.1,-12.3,-0.3
Cc1ccc(S(=O)(=O)N2CCC(C(=O)NN3CCCCC3)CC2)cc1,-2.2,-5.5,-0.7,2.0,1.7,1.4,-7.2,-0.2,108.6,-1.3,-1.4
C/C(CCc1ccccc1)=N\NC(=O)c1ccc(CN2CCOCC2)cc1,1.1,2.8,-2.2,-4.0,3.4,0.3,6.0,0.8,29.4,-19.0,-12.4
Cc1cc(C)cc(N(CC(=O)NCc2ccco2)C(=O)c2snc(C(N)=O)c2N)c1,6.3,-1.9,-1.1,-2.6,1.7,-0.7,18.2,0.0,-8.1,1.2,3.5
O=C(c1ccccc1)N1N=C(c2ccccc2)CC1c1cccs1 (centres undefined),-10.4,-6.3,33.8,-1.5,-2.6,0.4,29.4,-1.4,0.0,-14.0,.

# Next section; the last two above are carried over.
SMILES,dFosB activator,RTF Ca sens act,NSD2 inh,Cardiac RTF inh,Keap1-Nrf2 PPI,LANA DNA inh,PfHsp90 yeast 2,CDK5 inh,SUMO Mot1 rescue,PvdQ inh,Rtt109 HAT inh
Cc1cc(C)cc(N(CC(=O)NCc2ccco2)C(=O)c2snc(C(N)=O)c2N)c1,6.3,-1.9,-1.1,-2.6,1.7,-0.7,18.2,0.0,-8.1,1.2,3.5
O=C(c1ccccc1)N1N=C(c2ccccc2)CC1c1cccs1 (centres undefined),-10.4,-6.3,33.8,-1.5,-2.6,0.4,29.4,-1.4,0.0,-14.0,.
CC(=O)N1CC(C)Sc2ccc(S(=O)(=O)NC3CCCCC3C)cc21 (centres undefined),-2.2,1.4,2.1,-8.1,5.0,-1.6,5.6,0.8,-16.8,-1.1,2.6
O=C(CSc1cccc2cccnc12)N1CCCC1,-0.8,2.1,5.3,-7.2,-3.0,-4.9,-25.0,-1.5,25.5,-19.2,3.8
CSc1cccc(NC(C)C(=O)NCc2ccccc2)c1 (centres undefined),-10.5,0.7,3.5,3.3,-5.5,-0.3,14.7,-1.4,-11.7,-8.6,-5.0
COCCN(C(=O)CSc1nnc2cc(C)c3ccccc3n12)c1c(N)n(Cc2ccccc2)c(=O)[nH]c1=O,-5.5,5.9,2.1,-24.7,-3.9,0.2,5.9,0.5,4.4,-7.0,2.4
Cc1cccc(NC(=O)CN2C(=O)COc3ccc(Cl)cc32)c1,-2.7,-2.8,-5.7,0.1,0.7,-1.1,5.1,6.7,17.9,11.5,43.6
Cn1ccnc1SCC(=O)Nc1cc(F)ccc1F,-5.6,0.9,1.0,-4.6,3.4,-0.2,-4.2,-1.7,-10.5,-8.2,-3.0
CC(OC(=O)CC1CC2CCC1C2)C(=O)Nc1cccc(S(=O)(=O)N2CCOCC2)c1 (centres undefined),-11.3,-9.4,-1.5,-11.4,-3.8,-1.4,-7.7,-0.3,132.6,4.3,31.7
Cc1c(N(C(=O)c2ccccn2)C2(C(=O)NC3CCCC3)CCCCC2)c(=O)n(-c2ccccc2)n1C,-0.7,-5.3,-2.4,-8.4,-1.9,-0.4,16.6,-1.2,92.3,-9.6,-10.4
CN(C)CCN(Cc1ccc(Cl)cc1)c1ccccn1,-5.3,-5.2,.,7.2,-0.8,-0.6,-5.2,0.6,558.2*,3.3,3.0
Cc1ccc(N2CC(C(=O)Nc3ccc(S(=O)(=O)Nc4ncccn4)cc3)CC2=O)cc1C (centres undefined),-2.2,-6.7,.,3.5,-4.1,-1.0,6.6,-0.9,-21.9,-2.3,-4.3
COc1cc(OC)cc(C(=O)N(Cc2ccco2)c2c(N)n(Cc3ccccc3)c(=O)[nH]c2=O)c1,-6.7,31.3*,5.1,-49.5,-5.1,-2.9,3.6,-2.9,.,-16.4,-1.8
CCOC(=O)C1CCN(S(=O)(=O)c2c(C)n(C)c(=O)n(C)c2=O)CC1,4.9,2.2,.,-12.1,1.6,2.9,11.9,-1.0,21.8,7.1,-1.1
NC(=O)c1nsc(C(=O)N(Cc2ccco2)C(C(=O)NCc2ccccc2)c2ccc(O)cc2)c1N (centres undefined),-8.9,0.6,-3.8,-10.6,1.8,-1.7,-1.0,-0.3,-23.2,-4.1,0.8
CCOC(=O)c1c(C)[nH]c(N=Nc2cccc(OC)c2)c1C,-15.7,-1.4,.,-3.5,-6.1,-1.8,.,0.7,-16.2,-12.2,-3.1
O=C(N/N=C/c1cccnc1)c1ccco1,2.9,-1.9,-3.2,-1.5,-2.4,0.9,6.9,0.0,159.9,-17.1,-1.2
Cc1ccc(OCC(=O)Nc2c3c(nn2C(C)(C)C)CS(=O)(=O)C3)cc1,-1.6,-0.4,-0.1,-7.7,-0.9,0.5,-7.0,-0.2,0.9,-18.5,-3.8
Cc1ccc(Cn2c(S(=O)(=O)O)nc3ccccc32)cc1,-2.0,-1.8,-1.2,6.0,-3.9,-0.9,8.7,-1.8,-0.3,1.2,4.2
CCc1ccc(NC(=O)CCC(=O)c2ccccc2)cc1,-5.5,-4.1,-2.3,-0.8,-3.4,0.6,-8.7,1.7,14.1,-18.1,6.0
CC(C)[C@H](NC(=O)c1ccccc1Cl)C(=O)OCC(=O)NCc1ccc2c(c1)OCO2,-6.1,-8.5,-3.7,4.4,7.5,1.0,-11.9,0.6,3.9,-5.2,4.1
COc1ccc(NC(=O)c2ccc3snnc3c2)cc1,4.5,6.1,0.9,-5.5,2.1,-0.2,-5.8,0.7,4.1,-14.2,-9.1
C#Cc1cccc(C(=O)NC2CCCN(C3Cc4ccccc4C3)C2)c1 (centres undefined),-5.6,0.6,4.1,0.1,0.7,-0.2,-2.2,0.0,-11.2,-1.0,3.8
O=C(c1ccccc1)C(O)(Cc1ccccc1)c1ccccc1 (centres undefined),0.0,-3.1,27.2,-0.5,-1.0,1.8,-7.5,0.1,58.4,11.6,0.9
COc1ccc(C2=NOC(C(=O)NCc3ccc(F)cc3)C2)cc1 (centres undefined),2.8,-3.1,1.4,-1.0,-1.8,0.3,-1.8,-1.2,-7.9,-14.9,1.4
COc1ccc(NC(=O)Nc2ccc(Br)c(C)c2)cc1,3.1,-5.4,-3.2,3.9,-1.6,0.2,0.5,-0.3,4.0,-5.8,0.1
COc1ccc(NS(=O)(=O)c2cc(C(=O)OC(C)C(=O)N3CCOCC3)ccc2Cl)cc1 (centres undefined),-5.4,-1.2,-3.5,-7.1,-4.7,-0.5,.,-6.9,64.6,-6.0,-2.1
CCOCCCNC(=S)N1CCCN(c2nc3cc(C)ccc3cc2C#N)CC1,1.6,0.0,0.5,-9.7,4.2,-0.4,1.4,0.6,168.7,-3.2,7.5
COc1cc(OC)cc(C(=O)Nc2ccc(CN3CCCCC3)cc2)c1,-11.4,1.9,.,-0.9,-4.8,-0.7,0.0,0.9,7.5,2.0,-16.3
CC(c1ccccc1)N(C)C(=O)CSc1nnc(C2CC2)n1C1CC1 (centres undefined),-5.0,6.2,1.8,-2.3,5.7,-0.4,-7.3,-1.0,-7.3,-2.5,-1.4
O=C(O)c1c(Cl)c(Cl)c(Cl)c(Cl)c1C(=O)N1CCCC1,-1.3,10.2,-1.0,-5.1,-3.3,-0.6,.,0.6,6.8,-1.0,-4.9
CCN1C(=O)[C@H]2[C@H]3CN=C(SCC(=O)c4ccccc4)N3[C@@](C)(C(=O)OC)[C@H]2C1=O,-1.5,-6.8,.,-3.4,3.0,-0.8,-6.5,9.7,.,-2.3,-8.4
CCC(=O)c1ccccc1OCCCN1CCC(Cc2ccccc2)CC1,-3.9,1.7,7.7,-4.6,-5.2,-0.8,-12.9,1.9,-6.3,-16.5,9.5
CC(=O)c1cccc(NS(=O)(=O)c2ccc(C(=O)Nc3ccccc3)cc2)c1,-5.5,-4.7,0.5,-6.8,-1.5,-1.3,0.5,0.3,8.5,3.8,1.2
Cc1ccc(S(=O)(=O)N2CCOCC2)cc1NC(=O)COC(=O)Cc1ccccc1,-4.5,-0.5,-2.0,1.6,0.0,0.0,24.0,0.4,3.1,-15.9,4.1
COc1ccc(S(=O)(=O)NCc2ccco2)cc1C(=O)N1CCCCC1,5.5,-4.8,-2.6,4.1,-0.1,-1.3,1.7,-0.2,70.0,-17.7,-5.0
COc1ccccc1CNC(=O)C1CCC(=O)N(CCCN2CCCC2=O)C1 (centres undefined),-7.6,-5.2,9.2,0.0,-2.0,-0.8,10.1,-0.5,0.8,-14.7,-10.4
CC(=O)NC12CC3CC(C1)CC(C(=O)OCC(=O)Nc1ncc(Cl)cc1Cl)(C3)C2,-0.4,-1.4,3.2,-15.0,0.2,-0.3,-11.5,0.3,-20.2,-4.8,-1.1
N#CC(c1ccc(Cl)cc1)c1cccc(Cl)n1 (centres undefined),8.2,-4.2,0.8,-1.0,-0.9,0.7,2.4,-0.8,16.2,117.4*,-3.7
